MITF primary: blocks human microphthalmia-associated transcription factor | actives 0.91% (n = 650,000) | inhibition, % at 2.6 µM | O75030 | AlphaScreen MITF homodimerization, bead proximity signal | AID 1259374; in the data active = inhibition above about 50%;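 note: 0% = vehicle wells with protein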
Target sequence (O75030 whole entry, looked up): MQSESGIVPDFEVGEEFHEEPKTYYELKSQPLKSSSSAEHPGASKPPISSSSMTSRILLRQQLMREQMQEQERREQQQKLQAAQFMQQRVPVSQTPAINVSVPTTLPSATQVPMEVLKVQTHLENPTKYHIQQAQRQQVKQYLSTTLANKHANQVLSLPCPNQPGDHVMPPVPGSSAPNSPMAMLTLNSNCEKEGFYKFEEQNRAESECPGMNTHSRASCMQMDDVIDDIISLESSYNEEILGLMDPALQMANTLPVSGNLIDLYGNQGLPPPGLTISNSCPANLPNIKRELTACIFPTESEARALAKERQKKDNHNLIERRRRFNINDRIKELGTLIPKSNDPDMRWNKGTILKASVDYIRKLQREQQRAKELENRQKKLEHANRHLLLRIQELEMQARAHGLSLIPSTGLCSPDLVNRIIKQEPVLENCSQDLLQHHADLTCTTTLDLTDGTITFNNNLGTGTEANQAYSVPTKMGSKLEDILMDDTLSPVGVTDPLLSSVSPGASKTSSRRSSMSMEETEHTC
GPR151 activ: activators of human GPR151; Q8TDV0; PathHunter beta-arrestin GPR151 cells, luminescence; activation, % at 11.2 µM; actives 1% (n = 650,000); AID 1508602; in the data active = activation above about 4.9%;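 note: 0% = median of compound wells and 100% = cells with positive control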
Target sequence (Q8TDV0 whole entry, looked up): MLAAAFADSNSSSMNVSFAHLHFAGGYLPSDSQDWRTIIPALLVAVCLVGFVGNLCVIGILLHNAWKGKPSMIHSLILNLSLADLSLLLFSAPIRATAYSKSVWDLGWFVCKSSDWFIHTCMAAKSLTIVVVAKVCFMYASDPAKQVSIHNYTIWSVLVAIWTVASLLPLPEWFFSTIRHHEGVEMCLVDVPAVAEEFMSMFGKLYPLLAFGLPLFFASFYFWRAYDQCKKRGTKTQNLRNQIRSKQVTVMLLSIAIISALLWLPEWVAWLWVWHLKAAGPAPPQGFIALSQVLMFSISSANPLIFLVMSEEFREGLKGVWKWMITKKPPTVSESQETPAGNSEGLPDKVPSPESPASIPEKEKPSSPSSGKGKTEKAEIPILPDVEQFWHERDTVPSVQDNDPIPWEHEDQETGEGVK
TEAD-YAP inh: TEAD-YAP interaction inhibition. HEK-TIYL cells, TEAD-Gal4/YAP UAS-luciferase luminescence. inhibition, % at 9.12 µM. actives 1.4% (n = 640,000); in the data active = inhibition above about 32%;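 note: 0% = median of test compound wells and 100% = reference inhibitor wells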
FBW7 activator: human FBW7 E3 ligase activation, primary screen | AlphaScreen FBW7–phospho-cyclin E peptide binding, activator screen | AID 1259310 | Q969H0 | actives 0.13% (n = 650,000) | normalized activity (activation), % at 26.1 µM; in the data active = normalized activity above about 1.9%;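 note: purified mutant Fbw7 with reduced substrate affinity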
The depositor's hits bear a star; nt = not tested or not shown. The order is random; any-hit rate near 3.5%.

Start of the listing, in advance, 2 compounds:
SMILES	MITF primary	GPR151 activ	TEAD-YAP inh	FBW7 activator
CC(=O)NC(C(=O)NCC1Cc2cc(-c3cccnc3)cc(F)c2O1)C(C)C (stereo not drawn)	-6	0.5	1	-0.1
Cc1ccc(O)c(CNc2nccs2)c1	13	2.4	-4	0.1

Results, from the first entry:
SMILES	MITF primary	GPR151 activ	TEAD-YAP inh	FBW7 activator
CC(=O)NC(C(=O)NCC1Cc2cc(-c3cccnc3)cc(F)c2O1)C(C)C (stereo not drawn)	-6	0.5	1	-0.1
Cc1ccc(O)c(CNc2nccs2)c1	13	2.4	-4	0.1
Cc1cccc(N(CC(=O)Nc2ccc(CC#N)cc2)S(C)(=O)=O)c1	3	-1.4	6	0.1
COc1cc(OC)cc(C(=O)NC(=S)Nc2ccc([N+](=O)[O-])cc2OC)c1	18	0.7	9	0.0
CCC1CCCCN1C(=O)c1cc2nc(-c3ccc(Cl)c(Cl)c3)cc(C(F)(F)F)n2n1 (stereo not drawn)	13	-1.1	1	0.3
CSc1nc2ccc(NC(=O)c3ccccc3S(C)(=O)=O)cc2s1	0	2.8	-31	-0.1
O=C(NCCCn1ccnc1)c1c(F)cccc1F	6	-0.1	-4	-0.3
COc1ccc(-c2cccc(C(=O)Nc3ccccc3)c2)cn1	4	-0.5	-10	0.0
C#CCSc1nc(-c2ccccc2)cc(-c2ccccc2OC)c1C#N	-5	-0.3	4	0.0
Cc1ccc(S(=O)(=O)NCc2ccc(C(=O)O)cc2)cc1	-1	0.5	-6	0.0
CCOC(=O)c1cc(S(=O)(=O)Nc2ccc(C)c(F)c2)cn1C	6	0.0	6	-0.1
CCCCN(CCCC)C(=O)c1cc(S(=O)(=O)N2CCCCC2)c[nH]1	2	0.8	-2	0.1
O=C(Nc1nnc(C23CC4CC(CC(C4)C2)C3)s1)c1ccccc1	13	-0.1	42*	0.1
CSc1ccccc1NC(=O)CCN1C(=O)C2C3C=CC(C3)C2C1=O (stereo not drawn)	16	0.1	6	0.0
O=C(O)C1CCCN(c2nnc(-n3cccc3)s2)C1 (stereo not drawn)	-306	-1.6	2	0.0

Shown with each value named: part of the list above
smiles: Cc1ccc(O)c(CNc2nccs2)c1
  MITF primary: 13
  GPR151 activ: 2.4
  TEAD-YAP inh: -4
  FBW7 activator: 0.1
smiles: Cc1cccc(N(CC(=O)Nc2ccc(CC#N)cc2)S(C)(=O)=O)c1
  MITF primary: 3
  GPR151 activ: -1.4
  TEAD-YAP inh: 6
  FBW7 activator: 0.1
smiles: COc1cc(OC)cc(C(=O)NC(=S)Nc2ccc([N+](=O)[O-])cc2OC)c1
  MITF primary: 18
  GPR151 activ: 0.7
  TEAD-YAP inh: 9
  FBW7 activator: 0.0
smiles: CCC1CCCCN1C(=O)c1cc2nc(-c3ccc(Cl)c(Cl)c3)cc(C(F)(F)F)n2n1 (stereo not drawn)
  MITF primary: 13
  GPR151 activ: -1.1
  TEAD-YAP inh: 1
  FBW7 activator: 0.3

Back to the main list, repeating the 2 entries before the break.
SMILES	MITF primary	GPR151 activ	TEAD-YAP inh	FBW7 activator
CSc1ccccc1NC(=O)CCN1C(=O)C2C3C=CC(C3)C2C1=O (stereo not drawn)	16	0.1	6	0.0
O=C(O)C1CCCN(c2nnc(-n3cccc3)s2)C1 (stereo not drawn)	-306	-1.6	2	0.0
COc1cc(OC)cc(C(=O)Nn2c(C3CC3)nc3ccccc3c2=O)c1	-46	-0.8	21	0.1
COCCSc1nnc(-c2cnccn2)o1	0	2.2	1	0.3
CN1/C(=c2/sc3nc4ccccc4n3c2=O)Sc2ccc(Cl)cc21	-12	-0.1	-7	0.1
CCOc1ccc2nc(Cl)c(CN(C(C)=O)C3CCCC3)cc2c1	-6	1.5	-3	-0.1
CC(C)[C@H]1NC(=O)[C@H]2CN(C(=O)c3cc(F)cc(F)c3)CCN2C1=O	8	1.3	-3	0.1
Cn1c(=O)n(CCCc2ccccc2)c(=O)c2c1nc1oc(C(C)(C)C)cn12	24	-1.7	1	0.1
Cc1nc(C)n(-c2ccc(Nc3cc(-c4nn(CCc5ccccc5F)cc4-c4ccccc4)ccn3)cc2)n1	2	-0.7	-5	-0.1
CCOC(=O)C1CCN(C(=O)C2=C(C)C(=O)OC23CCCCC3)CC1	-4	0.8	4	0.1
COc1ccc(NC(=O)NNC(=O)COc2ccc([N+](=O)[O-])c(C)c2)cc1OC	1	0.8	0	-0.2
O=C(CSc1nc2c(c(=O)n1Cc1ccccc1)SCC2)NC1CCCC1	3	-0.4	-5	-0.2
Cc1[nH]n(-c2cccc(Cl)c2)c(=O)c1/C=C1\C=Nc2ccccc21	10	1.5	-4	0.1
CCN(CC)S(=O)(=O)c1ccc(NC(=O)C2CCCCC2)cc1	-7	1.0	-8	-0.1
O=C(NC(=S)Nc1nc(-c2ccc(Cl)cc2)cs1)c1ccco1	-10	0.8	-19	-0.3
N#CCCN(C(=O)CCl)c1ccc(F)cc1	3	0.3	82*	-0.2
Nc1nnc(CC(=O)N/N=C/c2cccs2)s1	3	-0.5	-10	-0.6
Cc1cc(C)c2c(c1)CC(C)(C)c1nn3cc(-c4ccc(Br)cc4)nc3nc1-2	-4	-0.7	1	0.0
COC(=O)c1ccc(OCCCOc2ccc(OC)cc2)cc1	-16	0.6	-5	0.0
C=CCn1c(COc2cccc3cccnc23)nnc1SCCC(=O)O	-10	0.8	-7	0.1
Cc1c(Br)c(C(F)(F)F)nn1CC(=O)N1CCCCC1	8	-0.3	-10	0.0
Cc1csc2nc(CCNC(=O)CC3CCCC3)cn12	-17	-0.6	-10	0.0
C[C@@H]1O[C@@H](OC[C@H]2OC(Oc3c(-c4ccc(O)c(O)c4)oc4cc(O)cc(O)c4c3=O)[C@H](O)[C@@H](O)[C@@H]2O)[C@H](O)[C@H](O)[C@H]1O (stereo partly drawn)	82*	-0.1	7	-0.3
CC1CCN(S(=O)(=O)c2ccc3c(c2)CCN3C(=O)C2CCC2)CC1	-11	-0.1	-3	0.2
C=CCOc1ccccc1/C=c1\sc2n(c1=O)C(c1ccc(C(C)C)cc1)C(C(=O)OC)=C(C)N=2 (stereo not drawn)	-12	0.3	-8	-0.2
CCOc1ccccc1N(CC(=O)N1CCC(C)CC1)S(=O)(=O)c1ccc(C)cc1	7	-0.1	6	0.1
COc1ccc(CCC(=O)NCC2Cc3cc(-c4nc(C)cnc4C)ccc3O2)cc1OC (stereo not drawn)	-4	0.2	16	0.0
O=C(c1ccc2c(=O)n(CCc3ccccc3)c(=S)[nH]c2c1)N1CCc2ccccc2C1	9	-1.1	-8	0.0
Cc1ccc(C(=O)c2ccc(Oc3ccccc3)cc2)cc1	-5	1.3	3	-0.2
O=C(c1ccccc1)N(CCO)Cc1cc2cc3c(cc2[nH]c1=O)OCCO3	1	0.3	9	0.0
CC1CCCC(NC(=O)CN2CCN(Cc3ccc(Cl)cc3)C2=O)C1C (stereo not drawn)	-5	1.3	4	-0.4
COc1ccc(-c2nc(Nc3ccc(Oc4ccccc4)cc3)c3ncn(Cc4ccc(C(F)(F)F)cc4)c3n2)cc1	6	-1.3	7	0.8
Cc1ccc2[nH]c(C)c(CN(C)C3CCCCC3)c(=O)c2c1	0	1.1	-8	-0.5
O=C(/C(=C/c1ccccc1Cl)c1ccccc1)N1CCOCC1	6	-0.5	-7	-0.1
CCN(CC)C(=O)C1CCCN(c2cccc(C(=O)NCCc3ccc(OC)cc3)c2)C1 (stereo not drawn)	17	-1.1	2	-0.1
Cc1sc(NC(=O)C2=COCCO2)c(-c2nc3ccccc3s2)c1C	14	-0.8	-6	0.3
O=C(Nc1ccccc1C(F)(F)F)NC1(C(F)(F)F)Oc2ccc(Cl)cc2O1 (stereo not drawn)	0	-1.5	-5	0.5
CC(CNC(=O)c1cccc([N+](=O)[O-])c1)CN(C)C (stereo not drawn)	-4	-1.7	5	0.0
CC1CCCN(Cc2c(O)ccc3cc(-c4nc5ccccc5[nH]4)c(=O)oc23)C1 (stereo not drawn)	7	-1.6	-2	0.8
O=C(O)c1cccc(NC(=O)c2ccc(Oc3ccccc3)cc2)c1	15	-9.9	93*	0.7
Cc1ccc(S(=O)(=O)NCCSCc2cccc(Cl)c2)cc1[N+](=O)[O-]	-4	-1.0	1	-0.1
Cc1sc2ncnc(NCC3(N4CCOCC4)CCCCC3)c2c1C	10	2.2	-2	0.0
CN(C)CCOc1cc(-c2cn[nH]c2)ccc1NC(=O)[C@H](O)c1cccc(Cl)c1	-6	-1.9	-8	0.2
CCn1c(SCC(=O)N2CCCc3ccccc32)nc2cccnc21	16	0.3	15	-0.2
CCCCCN=c1ccn(Cc2ccccc2)c2ccccc12	-6	3.1	nt	0.1
Cc1cccc(C)c1OCCOCCN1CCCC1	-5	-0.1	-5	-0.1
O=C(C1CCCO1)N1CCN(C(=S)Nc2ccc(Cl)cc2Cl)CC1 (stereo not drawn)	0	0.4	4	0.1
Cc1nc2nc(N)nn2c(C)c1CCC(=O)OCc1ccc(C#N)cc1	4	0.8	-6	-0.1
CCCCOc1ccc(C(=O)NCc2nc(-c3ccccc3)no2)cc1	5	1.7	8	0.2
COc1cc(OC)c2c(C)c(C)c(=O)oc2c1	13	2.0	4	0.6
O=[N+]([O-])c1cc(Cl)ccc1-c1ccc(C2Nc3ccccc3C(c3ccccc3)(c3ccccc3)O2)o1 (stereo not drawn)	-5	-0.9	-2	0.4
Cc1ccc(S(N)(=O)=O)cc1NC(=O)c1c(-c2c(Cl)cccc2Cl)noc1C	2	0.1	-6	0.0
COc1ccc(/C=C/C(=O)N2CCN(c3cccc(Cl)c3)CC2)c(OC)c1OC	-5	-0.3	-1	-0.2
CC(=O)Nc1ccccc1NC(=O)CC1CCCCC1	6	-0.5	1	0.1
O=C(CSc1ncc(-c2ccc(Cl)cc2)[nH]1)Nc1cccc([N+](=O)[O-])c1	4	0.7	-1	-0.2
CCOC(=O)C1=C(C)N=c2s/c(=C\c3ccc(C)o3)c(=O)n2C1c1ccc2c(c1)OCO2 (stereo not drawn)	14	-1.2	-5	0.1
CC(C)(C)c1ccc(C(=O)NC(=O)COC(=O)CCS(=O)(=O)c2ccccc2)cc1	4	0.0	6	0.0
O=C(NCCCN1CCCC1=O)c1cnc(NCc2cccnc2)s1	8	1.5	-4	-0.1
CCc1ccc(OCC(=O)Nc2cccc(C)c2)cc1	-20	2.3	-29	0.7
Cc1ccc(NC(=O)C2CCCN(S(=O)(=O)c3c(C)noc3C)C2)cc1F (stereo not drawn)	11	0.1	3	0.2
O=C(NC1C2CC3CC(C2)CC1C3)c1ccccc1Cl (stereo not drawn)	3	0.5	-3	0.0
O=C(CCCSc1nc2ccccc2s1)NCc1ccc2c(c1)OCO2	3	-0.2	8	0.1

Going on with the list:
SMILES	MITF primary	GPR151 activ	TEAD-YAP inh	FBW7 activator
O=C(OCC1CCCCC1)c1ccc([N+](=O)[O-])cc1[N+](=O)[O-]	15	0.1	24	-0.3
CCOC(=O)c1nn(-c2ccccc2F)cc1O	-3	-0.6	-30	-0.2
CCOc1ccccc1CN1CCN(S(=O)(=O)c2ccc([N+](=O)[O-])cc2)CC1	37	-0.4	-13	-0.3
CC(=O)N1CCOc2cc(S(=O)(=O)NC(C)(C)C)ccc21	14	0.6	2	-0.1
O=C(NCCc1ccccc1)C(=O)N/N=C/c1cc2c(cc1Br)OCO2	-23	0.6	-7	0.0
COc1ccc(C2CC(C(F)(F)F)n3nc(C(=O)NCc4ccc5c(c4)OCO5)cc3N2)cc1 (stereo not drawn)	2	-0.8	1	-0.2
O=c1oc2cc(O)ccc2cc1-c1nnc(Nc2ccc(Cl)cc2)s1	0	-0.3	2	0.1
CCSc1nc(N2CCCCC2)c2c(c1C#N)CCCC2	-3	-0.4	-1	0.3
CCc1cc2c(=O)c(-c3nc(C)cs3)coc2cc1OC(C)C(=O)O (stereo not drawn)	3	-6.2	3	-0.1
CCOCCCNC(=O)c1nnc(-c2ccccc2)o1	7	-0.5	-43	0.4
N#Cc1c(-c2ccccc2)cc(-c2cccs2)nc1SCCS(=O)Cc1ccc(Cl)cc1 (stereo not drawn)	6	-1.1	-4	0.0
Cc1c(Cl)cccc1NC(=O)CCN1CCc2ccccc2C1	17	-0.2	-1	-0.1
COc1cc(NC(=O)COc2cc(C)c(C)cc2C)c(C(=O)O)cc1OC	-1	1.8	4	0.3
COc1ccc(CC(=O)Nc2ccc(C(=O)O)cc2NC(=O)Cc2ccc(OC)cc2)cc1	-3	-0.9	8	0.7
COC(=O)CN(C)Cc1nc(N2CCOCC2)c2ccc(Cl)cc2n1	5	2.4	-1	0.1
CCCCOc1ccc(C(=O)NCC(=O)OCc2cccc(OC)c2)cc1	8	1.7	7	0.4
CC1(C)CC(=O)C2=C(C1)Nc1ccccc1NC2c1ccc(F)c(F)c1 (stereo not drawn)	3	1.3	-5	0.0
O=C(CSc1nnc(-c2c[nH]c3ccccc23)o1)NC12CC3CC(CC(C3)C1)C2	19	1.6	-1	0.3
COC(=O)C1=CN(C(C)c2ccccc2)C=C(C(=O)OC)C1c1cccc(Cl)c1Cl (stereo not drawn)	-15	0.9	-25	0.5
O=CNc1ccccc1SSc1ccccc1NC=O	-9	0.1	13	-0.1
O=C(NCc1ccc(Cl)cc1)c1nn2c(C(F)(F)F)cc(-c3cccs3)nc2c1Cl	-2	0.0	-5	0.1
Cc1cc(=O)nc2c3ccccc3n(CC(=O)NCc3ccc(OC(C)C)cc3)n12	14	-0.4	6	-0.1
COC(=O)c1cccc(C(=O)Oc2cccc(Br)c2)n1	14	1.9	12	0.1
COc1ccc(-c2nc3sc(CCNC(=O)C(C)(C)C)c(C)n3n2)cc1	1	-2.0	-51	0.2
CCOC(=O)Nc1sc2c(c1C(=O)Nc1cccc(OC)c1)CCC2	-4	-0.4	-6	0.1

Assay outcomes (PubChem BioAssay)
